Screening data as filed in PubChem.
CendR NRP1 mod – modulators of CendR peptide binding to NRP-1, primary screen, biochemical, fluorescence polarization, uHTS; FAM-RPARPAR peptide binding to NRP-1; inhibition, % at 25 µM; 0.85% of 360,000 active; AID 602438, 2012;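 active means inhibition or corrected inhibition above about 18%, plus a signal ratio from 0.5 to 1.5, limit read from the data, passing the limit was not always enough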; further: strong numbers were not always called active
Scp-1 inhibitor – Scp-1 phosphatase inhibitors, primary screen, biochemical, colorimetric, uHTS | Carboxy-terminal domain RNA polymerase II polypeptide A small phosphatase 1 (Homo … | Recombinant Scp1, phosphopeptide, malachite green phosphate absorbance | inhibition, % at 20 µM | 0.88% of 340,000 active | AID 493091, 2011;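 active means inhibition above about 50% at 20 µM, limit read from the data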;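 further: plate controls were DMSO wells with enzyme for no effect and wells lacking enzyme for full effect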
Target sequence (Q9GZU7 76-261 limits assumed): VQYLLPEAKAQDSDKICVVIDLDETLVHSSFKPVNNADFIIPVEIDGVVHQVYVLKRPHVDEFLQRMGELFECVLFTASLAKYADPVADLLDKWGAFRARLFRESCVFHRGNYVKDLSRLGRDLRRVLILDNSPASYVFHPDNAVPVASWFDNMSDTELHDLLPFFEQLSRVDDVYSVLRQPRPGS
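Test system: SCP-1 phosphatase catalytic domain, residues 76-261 | Compound dosing: One concentration, 20 µM, with 1.0% DMSO | Schedule: 45 min room-temperature reaction, 5 min colour, 30 min stabiliser | Detection: Absorbance at 630 nm | Read-out basis: % inhibition of SCP-1 phosphate liberation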
NadD inh – inhibitors of S. aureus NadD, primary screen, biochemical, colorimetric, uHTS | purified NadD enzyme, colorimetric absorbance read-out | inhibition, % at 20 µM | 0.78% of 360,000 active; in the data active means inhibition above about 26%; further: some compounds past the cut are filed as inactive
LMPTP inh – LMPTP phosphatase inhibitors, primary screen, biochemical, fluorescence intensity, uHTS; AID 651560, 2012; 0.22% of 360,000 active; recombinant LMPTP-A, OMFP fluorogenic substrate; inhibition, % at 20 µM;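 active means compounds that cut the enzyme signal by at least half of the control window in the single-dose screen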;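 further: plate controls were DMSO wells with enzyme plus substrate for no effect and substrate without enzyme for full effect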
Target sequence (P24666 whole entry, looked up): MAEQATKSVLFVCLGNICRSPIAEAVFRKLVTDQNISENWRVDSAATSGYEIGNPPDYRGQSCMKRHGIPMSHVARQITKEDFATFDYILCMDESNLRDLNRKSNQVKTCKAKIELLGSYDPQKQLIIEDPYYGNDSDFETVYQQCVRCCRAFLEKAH
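test system = LMPTP-A | amount = 0.625 nM LMPTP-A final | reagent = fluorogenic phosphatase substrate OMFP at 400 µM final | incubation = 50 min at room temperature | benchmarks = no-enzyme low control, uninhibited high control | medium = Bis-Tris pH 6.0, DTT, detergent | signal = fluorescence intensity of OMFP turnover product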
Tb MetRS inh – T. brucei MetRS inhibitors, primary screen, biochemical, luminescence; methionyl-tRNA synthetase (Trypanosoma brucei brucei); purified T. brucei MetRS, ATP depletion, Kinase-Glo luminescence; inhibition, % at 11.9 µM; 0.4% of 360,000 active; AID 624268, 2012;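 active means inhibition above a per-plate cutoff of the control wells' mean inhibition plus 3 SD, cut at about 5.5% in these data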;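 further: 0% = DMSO wells median and 100% = median of wells with control inhibitor compound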
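Measured by: Kinase-Glo luciferase luminescence reporting remaining unconsumed ATP. Material: purified T. brucei MetRS enzyme. Doses: 11.9 µM compound single dose, 0.9% DMSO. Medium: HEPES buffer containing pyrophosphatase, BSA, spermine, DTT. Times: 15 min preincubation, 2 h reaction, all 25 °C. Reagent: methionine, ATP and bulk E. coli tRNA.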
DNMT1 inh – human DNMT1 methyltransferase inhibitors, primary screen, biochemical, molecular beacon, fluorescence, HinP1I cleavage, uHTS. inhibition (reported as % activation of signal), % at 10 µM. 0.83% of 360,000 active; in the data active means inhibition above about 50%
SUMO1-SIM PPI – modulators of SUMO1 protein-protein interactions, primary screen, biochemical, uHTS; inhibition, % at 20 µM; Small ubiquitin-related modifier 1 (Homo sapiens), P63165; SUMO1 binding to a labelled peptide, TR-FRET, 1 h; 0.33% of 360,000 active; in the data active means inhibition above about 37%
Target sequence (P63165 whole entry, looked up): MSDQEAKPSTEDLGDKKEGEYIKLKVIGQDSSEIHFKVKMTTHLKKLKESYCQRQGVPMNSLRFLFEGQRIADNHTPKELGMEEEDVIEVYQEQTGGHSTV
STEP inh – STEP phosphatase inhibitors, primary screen, biochemical, fluorescence intensity, uHTS; Tyrosine-protein phosphatase non-receptor type 5 (Homo sapiens), P54829; recombinant STEP, OMFP fluorogenic substrate; inhibition, % at 20 µM; 0.25% of 360,000 active; AID 588621, 2011;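 active means inhibition at 20 µM, scaled per plate between control wells, above about 37%, limit read from the data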;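 further: 0% = DMSO with enzyme and substrate and 100% = substrate only without enzyme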
Target sequence (P54829 whole entry, looked up): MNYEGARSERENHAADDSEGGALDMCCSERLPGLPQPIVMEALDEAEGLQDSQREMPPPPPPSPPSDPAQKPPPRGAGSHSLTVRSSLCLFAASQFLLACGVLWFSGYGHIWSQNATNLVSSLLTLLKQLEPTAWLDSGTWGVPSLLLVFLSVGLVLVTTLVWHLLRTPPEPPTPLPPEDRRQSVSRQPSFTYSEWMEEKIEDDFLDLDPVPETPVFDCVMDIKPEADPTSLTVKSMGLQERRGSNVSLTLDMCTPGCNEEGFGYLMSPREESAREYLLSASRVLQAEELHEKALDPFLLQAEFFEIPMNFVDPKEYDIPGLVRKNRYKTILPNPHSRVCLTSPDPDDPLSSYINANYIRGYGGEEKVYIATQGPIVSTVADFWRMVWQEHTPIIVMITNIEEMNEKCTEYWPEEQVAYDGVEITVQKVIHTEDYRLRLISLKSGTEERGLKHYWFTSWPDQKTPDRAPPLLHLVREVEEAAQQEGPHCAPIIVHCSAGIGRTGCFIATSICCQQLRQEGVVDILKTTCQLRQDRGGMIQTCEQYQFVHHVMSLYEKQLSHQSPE
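Measure: Control-normalized % inhibition with plate pattern correction | Test system: STEP phosphatase, cell-free reaction | Medium: pH 6.0 Bis-Tris with DTT and Tween 20 | Technique: Fluorescence, 480/540 nm | Times: Reaction 20 min, ambient temperature | Doses: Single compound dose of 20 µM, 1% DMSO final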
SKN-1 inh – suppressors of acrylamide-induced Pgst-4::GFP reporter in worms, primary screen, SKN-1 inhibitor project, whole organism, uHTS, GFP/RFP fluorescence ratio, strain VP596. C. elegans VP596 Pgst-4::GFP/RFP ratio, 24 h. 0.49% of 360,000 active. inhibition, % at 21.8 µM;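 active means interference check ratio from 0.5 to 1.5 plus GFP to RFP signal ratio inhibition reaching or exceeding a fixed threshold, cut at about 30% in these data, passing the limit was not always enough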; further: some compounds called inactive have numbers as strong as hits
Neddyl block – inhibitors of cullin neddylation, primary screen, biochemical, TR-FRET, uHTS, NAE and Ubc12 | 0.58% of 360,000 active | NEDD8-conjugating enzyme Ubc12 (Homo sapiens) + NEDD8-activating enzyme E1 regulatory … | calls only at 25 µM; in the data active means inhibition above about 36%
Starred values were filed as active, the others as inactive; i = inactive; . = not tested or not shown.

SMILES	CendR NRP1 mod	Scp-1 inhibitor	NadD inh	LMPTP inh	Tb MetRS inh	DNMT1 inh	SUMO1-SIM PPI	STEP inh	SKN-1 inh	Neddyl block
O=C(NCC1CCCO1)c1nn2c(C(F)(F)F)cc(-c3ccc(Br)o3)nc2c1Br (centres undefined)	-15	-4	-2	-0.1	-0.3	-3	-10	1	1	i
Cc1cc(C)nc(-n2nc(C)cc2NC(=O)c2ccc(F)cc2F)n1	0	1	-3	0.4	0.5	-2	3	0	-6	i
OC(CCCCN1CCCCC1)c1ccccc1 (centres undefined)	1	1	-6	-2.3	0.2	3	-2	-6	15	i
O=C(c1ccc(S(=O)(=O)N2CCOCC2)cc1)N1CCOCC1	7	0	1	-0.1	1.6	12	1	3	0	i
Cc1csc(Sc2ccc(S(=O)(=O)N3CCCC3)cn2)n1	2	-5	-3	-1.0	0.1	-4	0	1	-5	i
O=C(C1CCCN1S(=O)(=O)c1cccc2cccnc12)N1CCc2ccccc2C1 (centres undefined)	-7	-6	7	-0.4	-0.5	-11	-2	-1	10	i
CC(=O)c1c(OC(=O)c2cccc(Cl)c2)c2ccccc2n1C	4	-7	-2	2.7	0.0	5	-8	1	-8	i
O=c1cc(-c2ccc([N+](=O)[O-])cc2)c2ccc(O)cc2o1	-8	18	-3	4.3	-0.3	-1	-10	-3	-14	i
COC(=O)c1ccc(CS(=O)(=O)c2ccc(C)cc2)o1	-4	34	-5	-2.5	-1.4	18	-3	-1	-11	i
Cc1ccc(C(=O)Nc2ccc3c(c2)C(=O)N(C)C3=O)c(C)c1	9	0	-3	1.0	-0.7	0	-11	1	10	i
CCOc1cc(S(=O)(=O)N(Cc2ccccc2)Cc2ccccc2)c(OCC)cc1-n1cnnn1	18	-13	-6	3.0	0.2	-6	0	1	-6	i
OC(COc1ccc(CN2CCSCC2)cc1)CN1CCCCC1 (centres undefined)	4	-6	-4	0.9	-0.2	-3	-4	-1	-7	i
COC(=O)CC1Oc2ccc(C)cc2NC1=O (centres undefined)	6	-8	-3	-0.5	0.6	-1	1	4	-7	i
CCOC(=O)C1C(=O)NC(SCC(=O)OC)=C(C#N)C1c1ccccc1OCC (centres undefined)	-2	-8	-27	-2.7	-0.9	2	-4	0	-12	i
COc1ccc(-c2c(C)cc3oc(=O)cc(-c4ccccc4)c3c2C)cc1OC	-9	-4	-3	4.3	-0.9	-12	6	4	-6	i
Cc1ccc(C(=O)Nc2ccccc2N2CCOCC2)cc1S(=O)(=O)N1CCOCC1	-14	-4	-2	-0.4	-0.3	-8	5	-2	-2	i
Cc1ccc(C(=O)NNC(=O)C2CCCN(c3ncccn3)C2)cc1 (centres undefined)	-6	-6	4	-0.6	-0.2	1	2	0	8	i
CC(C)c1ccccc1NC(=O)COC(=O)Cc1ccsc1	-17	-7	-4	-1.3	-0.4	0	-1	-3	8	i
O=C(O)CSCc1cn2cc(Cl)ccc2n1	3	-3	-3	-1.3	0.5	2	1	10	1	i
Cc1ccc(-c2cc(C(=O)OCC(=O)Nc3ncc(C(F)(F)F)cc3Cl)c3ccccc3n2)cc1	-6	-2	18	-0.4	0.2	25	-2	2	-2	i
CCOc1ccccc1NC(=O)CSc1nnc(Cn2c(=O)sc3ccccc32)n1C	-8	0	-2	-0.6	-0.3	0	4	-1	-3	i
O=C(Cc1ccccc1)c1ccc2c(c1)OCCO2	19	-4	-4	0.4	-0.9	-1	-3	0	-5	i
CC(C)(C)c1ccc(C(=O)n2cnc3ccccc32)cc1	-10	-5	-3	-2.0	-1.0	8	6	-4	-21	i
COc1cccc2cc(C(=O)N3CCCc4ccccc43)oc12	2	-13	-7	-0.4	-0.6	-1	1	4	8	i
O=C(C1CCN(S(=O)(=O)N2CCOCC2)CC1)N1CCOCC1	0	-6	-1	0.8	-0.4	5	4	-5	6	i
CC1(C(=O)O)CCCN1C(=O)c1ccc(Cl)cc1Cl (centres undefined)	4	.	1	0.2	0.4	4	4	-3	7	i
CCc1nc2ccccc2c(=O)n1/N=C/c1ccc(Cl)cc1	1	-14	-9	2.0	0.2	-5	4	3	26	i
CCOc1cc([N+](=O)[O-])c2nc(N)sc2c1	-4	-4	-1	1.2	-0.4	-3	-28	-1	-1	i
CN(C)C(CN1C(=O)C2CC=CCC2C1=O)c1cn(C)c2ccccc12 (centres undefined)	-1	2	3	-1.8	-0.4	-3	-4	-4	2	i
CC(=O)Nc1ccc(NC(=O)CC(c2ccccc2)c2ccccc2)cc1	9	-14	-11	1.6	-0.4	-3	2	0	7	i

Already shown: 6 of the compounds above.
SMILES	CendR NRP1 mod	Scp-1 inhibitor	NadD inh	LMPTP inh	Tb MetRS inh	DNMT1 inh	SUMO1-SIM PPI	STEP inh	SKN-1 inh	Neddyl block
CCOc1ccccc1NC(=O)CSc1nnc(Cn2c(=O)sc3ccccc32)n1C	-8	0	-2	-0.6	-0.3	0	4	-1	-3	i
O=C(Cc1ccccc1)c1ccc2c(c1)OCCO2	19	-4	-4	0.4	-0.9	-1	-3	0	-5	i
CC(C)(C)c1ccc(C(=O)n2cnc3ccccc32)cc1	-10	-5	-3	-2.0	-1.0	8	6	-4	-21	i
COc1cccc2cc(C(=O)N3CCCc4ccccc43)oc12	2	-13	-7	-0.4	-0.6	-1	1	4	8	i
O=C(C1CCN(S(=O)(=O)N2CCOCC2)CC1)N1CCOCC1	0	-6	-1	0.8	-0.4	5	4	-5	6	i
CC1(C(=O)O)CCCN1C(=O)c1ccc(Cl)cc1Cl (centres undefined)	4	.	1	0.2	0.4	4	4	-3	7	i

Continued:
SMILES	CendR NRP1 mod	Scp-1 inhibitor	NadD inh	LMPTP inh	Tb MetRS inh	DNMT1 inh	SUMO1-SIM PPI	STEP inh	SKN-1 inh	Neddyl block
COc1cc(OC)cc(C(=O)N2CCC(N3CCN(c4ccccc4)CC3)CC2)c1	6	8	-1	-1.1	-0.8	6	-3	5	4	i
Cc1ccc(S(=O)(=O)NC(=O)NC(C)c2ccc(F)cc2)cc1 (centres undefined)	4	-1	-1	-1.5	-0.5	3	4	-1	2	i
CN1CCCC(OC(=O)CCCCC(=O)OC2CCCN(C)C2)C1 (centres undefined)	10	3	4	-1.1	-1.5	4	1	0	-11	i
O=C(CN1C2CCCC1CC(NC(=O)c1ccccc1)C2)Nc1ccccc1 (centres undefined)	4	-6	-14	0.9	-0.1	-3	9	-3	7	i
COc1cc(CNCCc2ccccc2)ccc1OCC(N)=O	-3	-5	-9	-0.3	-0.5	2	-1	-1	-4	i
COc1cc(OC)c(N(C)S(=O)(=O)c2cccc(C(=O)OCc3c(C)noc3C)c2)cc1Cl	-5	-11	-16	1.1	-1.0	-4	7	-2	-3	i
COc1ccc(NC(=O)CSc2nnnn2-c2cccc(OC)c2)cc1	1	.	0	1.7	-0.2	4	-3	-2	18	i
COc1ccc(C)cc1NC(=O)C(=O)N1CCCC1	8	-4	-4	0.4	-0.3	1	18	-1	2	i
C/C(=N\NC(=O)Cn1cnc2ccccc21)c1cccs1	3	-9	2	0.1	0.7	1	-3	0	-2	i
COc1ccc(CCN2CC(C(=O)NCc3ccc(F)cc3)CC2=O)cc1OC (centres undefined)	-8	22	-5	-1.4	0.2	4	5	-1	-4	i
CCCCC(=O)N1CC(=O)Nc2ccc(F)cc2C1c1ccc(F)cc1 (centres undefined)	13	-12	1	-1.5	-0.8	1	1	-2	9	i
Cc1cccc(C(=O)c2c[nH]cc2-c2ccccc2)c1	0	-12	-1	-0.6	-0.2	1	-5	1	2	i
COc1ccc(C)cc1NC(=O)c1nc2nc(C)cc(C)n2n1	-12	-3	8	0.6	0.3	5	0	0	21	i
COc1ccc2c(c1)sc(=NC(=O)CS(=O)(=O)c1ccc(F)cc1)n2C	-11	-2	-4	0.4	-0.3	-3	0	-4	-3	i
CC1(Cc2ccccc2OC(F)(F)F)C(=O)Nc2ccc(S(=O)(=O)NC3CCCCC3)cc21 (centres undefined)	6	.	-4	2.0	-0.2	4	7	5	5	i
CNC(=O)CSc1nnnn1-c1ccc2c(c1)OCCO2	-1	3	-6	-2.3	-0.9	3	-3	1	2	i
O=C(CS(=O)(=O)c1c[nH]c2ccccc12)N1CCc2ccccc21	2	38	10	0.3	0.4	-1	2	1	-5	i
O=C(NCc1ccc(Cl)cc1)C(=O)NCC1OCCN1S(=O)(=O)c1cccs1 (centres undefined)	0	-9	-4	-1.7	0.0	-14	6	4	-10	i
Cc1noc(C)c1C(=O)OCC(=O)c1c[nH]c2ccccc12	-26	-4	5	1.4	0.8	-9	-2	-1	-10	i
CCOc1cc(/C=C2\SC(=NC)N(C)C2=O)c(Br)cc1OC(C)=O	-15	-1	8	0.7	-0.4	7	-9	0	-4	i
COc1cccc(CNC(=O)CCN2C(=S)NC(C)(C)CC2C)c1 (centres undefined)	8	8	0	-1.7	-0.5	3	3	-2	-9	i
O=C(CN1C(=O)COc2ccccc21)c1ccc(Cl)cc1	-4	-11	-7	-0.5	-0.7	1	-2	2	0	i
C=C1C(C(=O)Nc2ccccc2)C1C(=O)Nc1ccccc1 (centres undefined)	3	0	-5	-0.6	-0.2	2	4	0	-2	i
Cc1ccc(C(C(=O)NC2CCCC2)N(C(=O)Cc2cccs2)c2cccc(C)c2C)o1 (centres undefined)	-4	-2	2	0.6	0.1	0	-1	3	5	i
COCCNc1nc2cc(-c3ccsc3)sc2c(=O)n1C	-2	.	3	1.1	-0.1	-2	-23	1	10	i
Cc1cc(C)cc(N(C(=O)c2csnn2)C(C(=O)NC2CCCCC2)c2ccccn2)c1 (centres undefined)	-3	5	-7	-1.5	-0.6	-1	-3	0	-18	i
CCC(=O)c1c(CC)c2n3c1CC[C@H]3CCC2	6	4	-3	-1.5	0.1	3	3	1	7	i
CCOc1ccc(CCNC(=O)CS(=O)(=O)Cc2nc(-c3ccccc3F)oc2C)cc1	0	-2	-2	0.6	0.0	-5	6	0	3	i
CCN(CC)C(=O)CSc1nc2c(sc(=S)n2CC)c(=O)n1-c1ccccc1	5	-6	4	-0.8	0.4	-2	1	6	12	i
